# Screening data deposited in PubChem by Broad Institute.
# Xi reactivation: activators of X-chromosome reactivation in mouse fibroblasts | XiGFP mouse fibroblasts, % GFP-positive cells imaging, 3 d; cells co-treated with 5-aza-dC sensitizer; scaled so ellipticine positive control = 100% | activation, % at 7.58 µM | actives 0.055% (n = 360,000);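 active = mean normalized replicate activation at least 10% and every replicate at or above 10%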;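 note: 0% = median of on-plate neutral control wells and 100% = ellipticine 6 µM median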
#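 System: 68-5-11 XiGFP fibroblast line; Timing: 3 days compound exposure; Compound dosing: one concentration, pinned; Benchmarks: positive control ellipticine, 6 µM final; Buffer or medium: DMEM containing 5-aza-dC.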
# ERAP1 inh: ERAP1 (human) enzyme inhibition; actives 0.15% (n = 340,000); inhibition, % at 10.7 µM; AID 652197; Q9NZ08; recombinant ERAP1, Leu-AMC fluorescence, 60 min;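 active = mean replicate inhibition of at least 30%, or all replicates individually reaching that 30% level; inactive = mean below 30% and not every replicate reaching it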;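 note: 0% = neutral control wells and 100% = L-leucinethiol positive control wells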
# GSIS activator: GLuc luminescence reporter in INS-1E cells, primary screen for activators of glucose-dependent secretion of insulin | INS-1E GLuc reporter insulin secretion, 2-3 h | activation, % at 16.6 µM | actives 0.61% (n = 370,000) | AID 743287;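 active = lowest replicate activation of at least 40%, so every replicate reaches that level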;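 note: 0% = median of neutral control wells and 100% = median of IBMX positive control wells; some compounds called inactive have numbers as strong as hits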
# esBAF inh: SWI/SNF esBAF complex inhibition; mouse ES cells, Bmi1-luciferase knock-in reporter, 24 h; 100% = twice the neutral-well signal; reporter increase, % at 12.5 µM; actives 2% (n = 350,000); AID 602393; in the data active = activation above about 40%;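 note: 0% = median of the plate's neutral control wells and 100% = double that signal; a rise in the Bmi1 reporter signal indicates esBAF inhibition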
# RAD52 anneal inh: blocks human RAD52 DNA annealing; P43351; actives 0.46% (n = 360,000); inhibition, % at 18.7 µM; recombinant RAD52 DNA annealing, FRET fluorescence;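 active = every replicate showing at least 50% inhibition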
# ARNT-TACC3 inh: disruptors of human ARNT/TACC3 interaction; Q9Y6A5; AlphaScreen His-ARNT PAS-B/GST-TACC3 binding, luminescence; TACC3 fragment carries E629A point mutation; inhibition, % at 9.99 µM; actives 0.66% (n = 390,000); AID 623870;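 active = mean inhibition of replicates at least 50% and at least half of replicates each reaching 50%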;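 note: 0% = complete ARNT plus TACC3 wells and 100% = ARNT alone without TACC3; many hits fall short of the cut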
# RAD54 inh: inhibitors of human RAD54 branch migration. AID 602329. RAD54 Holliday junction branch migration, FAM/BHQ fluorescence. actives 0.14% (n = 360,000). inhibition, % at 10.4 µM. Q92698;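 active = mean normalized replicate activity at least 40 and at least half of replicates scoring 40 or more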;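 note: 0% = median of neutral control wells and 100% = median of positive control wells; inhibitors cause a drop in the FAM fluorescence signal; in these data hits start at about 50%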
# Target sequence (Q92698 whole entry, looked up): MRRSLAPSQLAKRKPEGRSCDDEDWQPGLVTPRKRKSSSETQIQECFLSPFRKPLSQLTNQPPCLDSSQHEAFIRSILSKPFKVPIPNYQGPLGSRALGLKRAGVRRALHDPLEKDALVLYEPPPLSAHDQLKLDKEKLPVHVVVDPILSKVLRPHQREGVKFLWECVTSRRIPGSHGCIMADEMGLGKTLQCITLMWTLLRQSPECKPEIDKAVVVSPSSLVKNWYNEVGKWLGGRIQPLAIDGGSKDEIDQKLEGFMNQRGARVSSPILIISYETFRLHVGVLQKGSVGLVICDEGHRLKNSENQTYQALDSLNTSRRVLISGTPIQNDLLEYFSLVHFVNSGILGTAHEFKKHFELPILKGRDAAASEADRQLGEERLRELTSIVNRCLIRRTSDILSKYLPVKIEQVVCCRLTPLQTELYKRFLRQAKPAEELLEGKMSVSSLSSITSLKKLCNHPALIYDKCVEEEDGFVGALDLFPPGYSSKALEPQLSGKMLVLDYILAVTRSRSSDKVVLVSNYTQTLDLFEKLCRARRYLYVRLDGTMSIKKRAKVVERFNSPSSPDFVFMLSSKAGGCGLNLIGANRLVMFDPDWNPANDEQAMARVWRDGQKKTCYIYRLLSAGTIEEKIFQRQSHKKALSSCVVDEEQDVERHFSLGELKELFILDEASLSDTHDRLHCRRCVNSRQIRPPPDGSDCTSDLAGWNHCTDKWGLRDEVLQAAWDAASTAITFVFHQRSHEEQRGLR
# F508del corr: correctors of CFTR F508del function in bronchial epithelial cells. CFBE cells, YFP halide quenching; stimulated with forskolin plus potentiator P3; % fluorescence drop versus neutral controls. activity (quench increase), % at 7.58 µM. actives 0.36% (n = 350,000). AID 720511;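 active = mean added fluorescence quench of at least 8% versus neutral control, with both replicates also reaching 8%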;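 note: cells transiently co-express mutant CFTR-F508del with the halide-sensitive YFP; corrector assay measuring rescue of mutant channel to the surface after 24 h compound exposure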
# An asterisk follows results filed as active; x = no result given; & = joins results of further samples.
SMILES,Xi reactivation,ERAP1 inh,GSIS activator,esBAF inh,RAD52 anneal inh,ARNT-TACC3 inh,RAD54 inh,F508del corr
COc1cccc(OCc2cc(C(=O)N3CCNC(=O)C3Cc3ccccc3)no2)c1 (configuration not stated),0.4,3,-2,51*,-4,0,3,1.6
CCCOC1CCCN(C(=O)c2cc(COc3ccc(-n4cncn4)cc3)on2)C1 (configuration not stated),0.2,-5,-6,x,-10,-1,x,2.3
O=C1C=C(/C=C/c2ccccc2)C[C@@H](c2ccc(F)cc2)C1,0.1,0,-11,8,-8,15,7,-2.2
COc1ccc(NC(=O)N(C)C[C@@H]2Oc3ccc(NC(=O)Nc4ccccc4)cc3C(=O)N([C@@H](C)CO)C[C@H]2C)cc1,-1.3,-1,7,3,7,-12,17,-0.6
Cc1cc(C)cc(Oc2coc3cc(O)ccc3c2=O)c1,0.1,0,1,-3,-4,-3,1,-2.3
C=CC(=O)Nc1cccc(Oc2cc(Cl)nc3[nH]ccc23)c1,0.1,2,3,8,-7,-1,0,-1.3
CC(=O)c1cccc(NC(=O)CC2Oc3ccc(C)cc3NC2=O)c1 (configuration not stated),0.2,3,12,-6,-23,x,-4,1.2
Cn1c(CNC(=O)CNS(=O)(=O)c2ccc(F)cc2F)cc(=O)n(C)c1=O,0.0,-2,-8,-2,0,-2,-2,-1.7
CCCN1C[C@H](C)[C@H](OC)CN(C)C(=O)c2cc(NC(=O)NC3CCCC3)ccc2OC[C@H]1C,0.0,-9,6,x,9,x,x,0.7
O=C(CSc1nncs1)N1CCN(C(=O)c2ccco2)CC1,-0.1,-2,3,0,-2,x,-1,-3.0
O=C(CC1CC1)N1[C@@H](CO)[C@@H]2c3ccccc3N(S(=O)(=O)c3ccc(F)cc3)C[C@@H]21,0.3,1,3,-1,-5,-4,-3,2.6
O=C(Nc1ccc(F)cc1F)c1ccccc1NC(=O)C1CC=CCC1C(=O)O (configuration not stated),0.0,-4,-3,12,-14,-7,-3,0.0
COc1ccc(C)cc1NC(=S)N1CCN(S(C)(=O)=O)CC1,-0.2,x,-3,x,x,-15,-1,x
CO[C@H]1CN(C)C(=O)c2cc(NC(C)=O)ccc2OC[C@H](C)N(C(=O)c2cccnc2)C[C@H]1C,0.0,-1,x,-4,-8,1,-9,1.1
CCCOc1ccc(-c2c(C(=O)N/N=C(\C)c3cccnc3)nnn2-c2nonc2N)cc1,0.1,-1,x,1,-3,-3,14,2.2
Fc1ccc(Cn2nnnc2C(c2cccs2)N2CCN(C3CCCCC3)CC2)cc1 (configuration not stated),0.4,-3,3,-3,-1,1,-5,0.0
CCCn1c(=O)c2c(nc3n2CCCN3CCc2ccccc2)n(C)c1=O,-0.1,-1,16,-1,-13,10,11,-0.5
O=C(Nc1c(-c2ccccc2)[nH][nH]c1=O)c1cccs1,0.0,x,0,x,-12,x,x,-2.5
Cc1cc(SCC(=O)NC2CCCCC2)nc2ccccc12,0.1,-4,2,3,-13,3,-10,1.8
O=C(NN=Cc1ccc2c(c1)OCO2)NN=Cc1ccc2c(c1)OCO2,0.0,0,-2,x,-12,-7,3,-0.8
C[C@@H]1CN([C@H](C)CO)C(=O)c2cc(-c3ccncc3)cnc2O[C@@H]1CN(C)C(=O)Cc1ccccn1,-0.1,-2,19,-1,-1,-5,0,-0.3
O=C1CCCc2c1cnc1ncnn21,0.5,-1,2,x,-7,3,x,-1.6
COC(=O)c1cccc2c1NC(=O)C2=O,0.1,0,x,x,-6,-4,-1,-1.4
CC(C)(O)C#Cc1ccc(C(=O)N2CCCC(CNS(=O)(=O)c3cccs3)C2)o1 (configuration not stated),0.2,1,10,0,-39,4,7,2.1
O=C(C[C@@H]1CC[C@@H]2[C@H](COC[C@@H](O)CN2C(=O)Nc2ccc(F)cc2)O1)NCCc1ccccc1,0.0,-2,-15,4,0,-1,-3,-2.3
SMILES,Xi reactivation,ERAP1 inh,GSIS activator,esBAF inh,RAD52 anneal inh,ARNT-TACC3 inh,RAD54 inh,F508del corr
O=C(CCC(=O)N1CCN(c2ccccc2F)CC1)N1CCN(c2ccccc2)CC1,0.2,0,-14,-2,-5,33,1,-0.7
NC(=O)c1ccc(N2CCN(c3ccccc3F)CC2)c([N+](=O)[O-])c1,0.4,-2,0,x,-2,-5,x,-2.6
N[C@@H](Cc1cc(I)c(Oc2ccc(O)c(I)c2)c(I)c1)C(=O)O,0.1,-3,x,-5&3,-11,0&2,8&10,4.9
COc1ccc(NC(=O)CSc2nncc3ccccc23)cc1,0.1,-2,1,x,-5,-2,x,-0.8
Nc1ccc(Nc2ccncc2)cc1,0.2,4,4,x,69*,x,31,0.0
Cc1noc(C)c1NC(=O)Nc1cccc2c1O[C@H](CN(C)C(=O)Nc1c(C)noc1C)[C@H](C)CN([C@H](C)CO)C2=O,0.0,0,24,5,-7,2,2,-0.5
Cc1cccc(NC(=O)COc2cccc3c2CCNC3=O)c1,0.2,-1,-8,11,3,x,-2,-4.5
COc1ccc(CN2CCN(C(=O)CN3C(=O)C4C5C=CC(C5)C4C3=O)CC2)c(OC)c1OC (configuration not stated),x,2,5,0,-5,-6,1,x
COc1ccc(S(=O)(=O)N2CCC(C(=O)NCc3ccc(C)cc3)CC2)cc1,0.1,-2,-1,4,-10,-1,-5,-4.2
O=C(Nc1ccccc1F)N[C@@H]1CC[C@H](CCNC(=O)C2CCCCC2)O[C@@H]1CO,-0.3,-2,0,1,-6,6,-5,-1.8
O=C(NCC(=O)N1CCN(S(=O)(=O)c2ccccc2C(F)(F)F)CC1)c1sc2ccccc2c1Cl,0.0,0,7,1,-10,1,5,-1.2
O=C(C[C@H]1C[C@@H]2c3cc(NC(=O)NC4CCCC4)ccc3O[C@@H]2[C@@H](CO)O1)NCCN1CCCCC1,0.0,-3,2,-3,-15,12,3,4.0
Cc1ccc(N(CC(=O)NC(C)C)C(=O)CCC(=O)Nc2nccs2)c(C)c1,0.1,-5,3,-4,-18,-7,6,0.8
CC(C)(C)c1cc(OS(C)(=O)=O)ccc1O,0.4,-5,-5,-5,-4,-9,4,-1.6
COC(=O)[C@]12C[C@H](CC(=O)N3CCOCC3)C(=O)N(Cc3ccccc3)C1=C[C@H](C(C)(C)C)O[C@@H]2C,0.1,4,-15,x,-7,x,x,1.3
CCCC#Cc1ccc([C@H]2[C@H]3CN(S(C)(=O)=O)CCCCN3[C@H]2CO)cc1,0.2,0,-3,-1,-16,0,-1,-1.1
CC(C)c1ccc(O)c(NC(=S)NC(=O)c2ccc3c(c2)OCO3)c1,0.4,0,10,x,-9,25,-8,-1.8
CO[C@H]1CN(C)C(=O)c2cc(NC(=O)Nc3cccc(Cl)c3)ccc2OC[C@@H](C)NC[C@@H]1C,0.1&0.7,-5,14&-7,3,22,0,3,0.9
O=C(Nc1nnc(COc2ccc(Br)cc2)s1)c1ccco1,0.0,2,0,x,-11,-7,-6,0.2
CC(NC(=O)/C=C/c1ccccc1)c1ccccc1 (configuration not stated),-0.1,-1,-20,-3,-15,-6,-1,-2.5
O=C(CCC(=O)N1CCOCC1)Nc1ccc(Cl)c(Cl)c1,0.0,-7,0,x,-7,-4,-1,-1.6
CSc1nccc(N2CCN(c3ccc(F)cc3)CC2)n1,0.2,-3,-5,1,-13,x,2,1.1
Cc1ccc(NC(=O)Nc2ccccc2)c(Br)c1,-0.1,x,11,x,x,0,-6,x
N#C[C@@H]1[C@@H](c2ccc(/C=C/c3ccccc3)cc2)[C@@H](CO)N1C(=O)C1CCCC1,-0.1,2,12,3,3,-7,2,3.7
C=CCN1CCCc2c(-c3ccc(OCCO)cc3)noc2-c2cc(OC)c(OC)cc2CC1,x,3,x,x,13,-10,-4,3.8

# Two entries from above, with two lines to a compound.
# Values in the order: Xi reactivation | ERAP1 inh | GSIS activator | esBAF inh | RAD52 anneal inh | ARNT-TACC3 inh | RAD54 inh | F508del corr
COC(=O)c1cccc2c1NC(=O)C2=O
→ 0.1 | 0 | x | x | -6 | -4 | -1 | -1.4
O=C(CCC(=O)N1CCN(c2ccccc2F)CC1)N1CCN(c2ccccc2)CC1
→ 0.2 | 0 | -14 | -2 | -5 | 33 | 1 | -0.7

# Additional results.
SMILES,Xi reactivation,ERAP1 inh,GSIS activator,esBAF inh,RAD52 anneal inh,ARNT-TACC3 inh,RAD54 inh,F508del corr
COC(=O)C[C@H]1C=C[C@@H](NC(=O)Nc2ccc(C(F)(F)F)cc2)[C@@H](CO)O1,0.0,1,13,1,0,-3,-1,0.1
COc1ccc2nc(NC(=O)c3ccccc3-c3ccccc3C(=O)O)sc2c1,0.2,-1,0,5,19,0,3,-3.5
Cc1nc2nc(SCc3ccccc3)nn2c(C)c1C,0.0,-1,23,35,-3,3,0,0.0
CCc1nc2ccc(C(=O)NCCCn3ccnc3)cn2c1N(C)Cc1ccc(Cl)cc1,-0.1,0,-9,3,-1,x,1,2.7
O=C(NCC[C@@H]1CC[C@@H](NC(=O)C2CCC2)[C@@H](CO)O1)c1cnccn1,-0.2,5,12,-4,3,-4,8,0.8
Cc1ccc(C2/C(=C(\O)c3c(C)nc4c(C)cccn34)C(=O)C(=O)N2CCN(C)C)o1 (configuration not stated),0.4,2,19,x,-15,-9,-7,0.0
O=C(O)COc1ccccc1/C=N/NC(=O)CSc1nnc(SCc2ccc(Cl)cc2)s1,x,x,0,4,-17,0,x,0.9
C[C@H]1CN([C@@H](C)CO)C(=O)c2ccccc2-c2ccccc2CO[C@H]1CN(C)C(=O)c1cc(Cl)cc(Cl)c1,0.0,5,2,x,9,x,x,0.0
O=S(=O)(c1ccccc1F)N1CCCCN2[C@H](CO)[C@H](c3ccc(-c4cccnc4)cc3)[C@H]2C1,-0.1,-3,8,x,-13,5,-1,-1.6
C=CCOC(=O)C(=O)/C=C/c1csc2ccccc12,0.0,-1,1,0,-31,-7,-1,0.0
O=S1(=O)N[C@@H](Cc2ccccc2)COc2cccc(NCCCN3CCOCC3)c21,0.2,0,x,x,3,x,x,-2.1
COc1ccc(S(=O)(=O)N(C)C[C@@H]2OCCCC[C@@H](C)Oc3ccc(NC(=O)Nc4ccc5c(c4)OCO5)cc3C(=O)N([C@H](C)CO)C[C@@H]2C)cc1,0.3,-6,20,1,-12,-9,-15,-0.5
CC1=CC2=NC(=O)C(c3ccccc3)C(=O)N2C=C1 (configuration not stated),0.3,3,11,29,-6,3,-3,2.5
O=C(CCCC1=NS(=O)(=O)c2ccccc2N1)Nc1ccccc1,0.0,1,3,-10,-8,0,0,-2.3

# Molecules from the list above with bromine, in the order listed:
SMILES,Xi reactivation,ERAP1 inh,GSIS activator,esBAF inh,RAD52 anneal inh,ARNT-TACC3 inh,RAD54 inh,F508del corr
O=C(Nc1nnc(COc2ccc(Br)cc2)s1)c1ccco1,0.0,2,0,x,-11,-7,-6,0.2
Cc1ccc(NC(=O)Nc2ccccc2)c(Br)c1,-0.1,x,11,x,x,0,-6,x

# Some values from the list:
# Value of O=C(NCC[C@@H]1CC[C@@H](NC(=O)C2CCC2)[C@@H](CO)O1)c1cnccn1 in ARNT-TACC3 inh: -4
# Value of CCc1nc2ccc(C(=O)NCCCn3ccnc3)cn2c1N(C)Cc1ccc(Cl)cc1 in GSIS activator: -9
# Value of COc1ccc2nc(NC(=O)c3ccccc3-c3ccccc3C(=O)O)sc2c1 in ERAP1 inh: -1
# Value of Cc1ccc(C2/C(=C(\O)c3c(C)nc4c(C)cccn34)C(=O)C(=O)N2CCN(C)C)o1 (configuration not stated) in RAD52 anneal inh: -15
# Value of O=S1(=O)N[C@@H](Cc2ccccc2)COc2cccc(NCCCN3CCOCC3)c21 in F508del corr: -2.1
